Mtb BioA inh: M. tuberculosis BioA enzyme inhibitors, primary screen, biochemical, plate reader, single point, HTS. 7,8-diaminopelargonic acid synthase BioA (Mycobacterium tuberculosis). purified M. tuberculosis BioA enzyme. inhibition, % at 9.99 µM. hit rate 0.096% among 360,000; in the data active = inhibition above about 40%
Starred values were filed as active, the others as inactive; & = joins results of further samples.

SMILES	Mtb BioA inh
CC(=O)Nc1ccc2c(c1)C(=O)N(C)[C@H]1CC[C@H](CC(=O)NCc3ccccc3)O[C@H]1CO2	14
Cc1cc(C(=O)Nc2cccc3c2O[C@H](CN(C)S(=O)(=O)c2cccs2)[C@H](C)CN([C@H](C)CO)C3=O)n(C)n1	-0.5
C[C@@H]1CN([C@@H](C)CO)C(=O)c2cc(C#CCc3ccccc3)cnc2O[C@@H]1CN(C)Cc1ccc(C(=O)O)cc1	-0.6
C[C@H]1CN([C@@H](C)CO)C(=O)Cc2cc(NC(=O)c3ccncc3)ccc2O[C@H]1CN(C)C(=O)NC1CCCCC1	-0.3
CO[C@@H]1CN(C)C(=O)c2cc(NC(=O)Nc3ccc(F)cc3)ccc2OC[C@H](C)NC[C@H]1C	0.8
C[C@@H]1CN([C@@H](C)CO)C(=O)c2cc(C#CC3CC3)cnc2O[C@H]1CN(C)Cc1ccccc1C(=O)O	1.0
C[C@H]1CN([C@@H](C)CO)C(=O)c2cc(NC(=O)Cc3cn(C)c4ccccc34)ccc2O[C@H]1CN(C)S(=O)(=O)c1ccccc1	-2.0
O=C(C1CCCCC1)N1[C@@H](CO)[C@@H]2c3ccccc3NC[C@@H]21	1.7
COc1ccc(NC(=O)N(C)C[C@H]2OCc3cnnn3CCCC(=O)N([C@H](C)CO)C[C@H]2C)c(OC)c1	-0.8
O=C(C[C@H]1C[C@H]2c3cc(NC(=O)Nc4ccc(C(F)(F)F)cc4)ccc3O[C@H]2[C@H](CO)O1)NCc1ccccn1	-0.7
COCC#Cc1cnc2c(c1)C(=O)N([C@H](C)CO)C[C@@H](C)[C@H](CN(C)C(=O)Cc1cccnc1)O2	2.0
CO[C@@H]1CN(C)C(=O)c2ccc(NC(=O)Cc3ccccc3)cc2OC[C@@H](C)NC[C@@H]1C	-0.2
COc1ccccc1NC(=O)N[C@H]1CC[C@@H](CCNC(=O)Cc2ccccn2)O[C@@H]1CO	-1.6
C[C@@H]1CN([C@@H](C)CO)C(=O)c2cc(-c3ccccc3)cnc2O[C@@H]1CN(C)C(=O)NC1CCCC1	2.0
COCC(=O)N(C)C[C@H]1Oc2cc(C#C[C@H](C)O)ccc2S(=O)(=O)N([C@H](C)CO)C[C@H]1C	-0.5
C[C@H](CO)N1C[C@H](C)[C@H](CN(C)C(=O)NC2CCCCC2)Oc2ccc(NS(C)(=O)=O)cc2C1=O	-1.6
C[C@@H]1CN([C@@H](C)CO)C(=O)c2cc(NS(=O)(=O)c3cn(C)cn3)ccc2O[C@@H]1CN(C)Cc1ccc(C(=O)Nc2ccccc2N)cc1	2.0
CS(=O)(=O)N1CCCCN2[C@H](CO)[C@H](c3ccc(-c4cccc(C#N)c4)cc3)[C@H]2C1	4.4
CC(C)NC(=O)Nc1ccc2c(c1)CC(=O)N([C@@H](C)CO)C[C@H](C)[C@H](CN(C)S(=O)(=O)c1ccc(Cl)cc1)O2	3.7
C[C@@H]1CN([C@H](C)CO)C(=O)Cc2cc(NC(=O)Nc3ccc4c(c3)OCO4)ccc2O[C@@H]1CN(C)S(=O)(=O)c1cn(C)cn1	1.5
C[C@H](CO)N1C[C@H](C)[C@@H](CN(C)S(=O)(=O)c2ccc(F)cc2)Oc2ccc(NC(=O)CCN3CCOCC3)cc2CC1=O	1.1
CO[C@@H]1CN(C)C(=O)c2cc(NC(=O)c3cnccn3)ccc2OC[C@H](C)NC[C@@H]1C	4.4
Cc1ccc(S(=O)(=O)Nc2ccc3c(c2)CC(=O)N([C@@H](C)CO)C[C@@H](C)[C@@H](CN(C)C(=O)Nc2ccccc2)O3)cc1	0.9
COc1cccc(S(=O)(=O)Nc2ccc3c(c2)[C@@H]2C[C@H](CC(=O)NCCc4ccccc4)O[C@@H](CO)[C@@H]2O3)c1	3.2
C[C@@H]1CCCCO[C@@H](CN(C)Cc2ccc(Cl)c(Cl)c2)[C@@H](C)CN([C@@H](C)CO)C(=O)c2cc(NS(=O)(=O)c3ccc(F)cc3)ccc2O1	-1.1
C[C@@H]1C=C(C(=O)N2CCN(Cc3ccc4c(c3)OCO4)CC2)O[C@H](OCc2ccc(CO)cc2)C1	-0.4
C[C@@H]1CCCCO[C@@H](CN(C)CC2CCCCC2)[C@H](C)CN([C@H](C)CO)C(=O)c2cc(NC(=O)CCC(F)(F)F)ccc2O1	2.8
Cc1ccc(S(=O)(=O)N[C@@H]2C=C[C@H](CC(=O)NCCCN(C)C)O[C@H]2CO)cc1	0.3
C[C@H](CO)N1C[C@H](C)[C@@H](CN(C)C(=O)c2cccnc2)Oc2cc(C#CC3(O)CCCC3)ccc2S1(=O)=O	1.9
C[C@H]1CN([C@@H](C)CO)C(=O)c2cc(NS(C)(=O)=O)ccc2O[C@H]1CN(C)C(=O)Nc1ccc(C(F)(F)F)cc1	1.5
COC(=O)C[C@H]1CC[C@H](NC(=O)Nc2ccc(C(F)(F)F)cc2)[C@@H](CO)O1	1.1
COc1ccc(NC(=O)N(C)C[C@H]2OCCCC[C@H](C)Oc3ccc(NC(=O)Nc4ccc5c(c4)OCO5)cc3C(=O)N([C@H](C)CO)C[C@@H]2C)cc1	-0.3
COc1cccc(-c2ccc([C@@H]3[C@H](CO)N4CCCCN(C(=O)c5ccc6c(c5)OCO6)C[C@@H]34)cc2)c1	-2.8
C[C@@H]1CN([C@H](C)CO)C(=O)c2cc(NC(=O)Nc3ccc(C(F)(F)F)cc3)ccc2O[C@@H](C)CCCCO[C@H]1CN(C)S(=O)(=O)c1ccc(Cl)cc1	-2.0
C[C@@H]1CN([C@H](C)CO)S(=O)(=O)c2ccc(C3=CCCCC3)cc2O[C@H]1CN(C)C(=O)C1CCC1	1.4
CN1c2ccc(Br)cc2[C@@H]2[C@@H](CCN2S(=O)(=O)c2ccccc2)[C@H]1CO	2.5

Part of the list above in order of count of non-hydrogen atoms, falling.
SMILES	Mtb BioA inh
COc1ccc(NC(=O)N(C)C[C@H]2OCCCC[C@H](C)Oc3ccc(NC(=O)Nc4ccc5c(c4)OCO5)cc3C(=O)N([C@H](C)CO)C[C@@H]2C)cc1	-0.3
C[C@@H]1CCCCO[C@@H](CN(C)CC2CCCCC2)[C@H](C)CN([C@H](C)CO)C(=O)c2cc(NC(=O)CCC(F)(F)F)ccc2O1	2.8
CN1c2ccc(Br)cc2[C@@H]2[C@@H](CCN2S(=O)(=O)c2ccccc2)[C@H]1CO	2.5

(further entries)
SMILES	Mtb BioA inh
Cc1ccc(CN(C)C[C@H]2OCc3cnnn3CCCC(=O)N([C@H](C)CO)C[C@@H]2C)cc1	-0.6
COc1ccccc1C#Cc1ccc([C@@H]2[C@@H](CO)N3CCCCN(C(=O)C4CCC4)C[C@H]23)cc1	2.1
C[C@H]1CCCCO[C@@H](CN(C)C(=O)CCC(F)(F)F)[C@@H](C)CN([C@@H](C)CO)C(=O)c2cc(NC(=O)c3ccccc3)ccc2O1	1.8
Cc1ccc(S(=O)(=O)N(C)C[C@@H]2Oc3c(NS(=O)(=O)c4ccc(Cl)cc4)cccc3C(=O)N([C@@H](C)CO)C[C@H]2C)cc1	-0.4
C[C@@H]1CN([C@@H](C)CO)C(=O)c2cc(C#CCC3CCCC3)cnc2O[C@H]1CN(C)C(=O)c1cnccn1	8.6
CCCNC(=O)Nc1ccc2c(c1)OC[C@@H](C)NC[C@@H](C)[C@@H](OC)CN(C)C2=O	0.1
C[C@@H]1CN([C@H](C)CO)C(=O)c2cc(C3=CCCC3)cnc2O[C@@H]1CN(C)C(=O)c1ccc(F)cc1	-3.4
O=C(c1ccccc1)N1C[C@@H]2[C@H](c3ccccc31)[C@@H](CO)N2C(=O)Nc1ccccc1Cl	3.0
CS(=O)(=O)N1C[C@@H](O)COC[C@H]2O[C@@H](CC(=O)NCc3ccccc3)CC[C@@H]21	-0.2
CC(C)CC#Cc1ccc([C@H]2[C@H]3CN(C(=O)Nc4ccccc4)CCCCN3[C@H]2CO)cc1	2.2
C[C@H](CO)N1C[C@H](C)[C@H](CN(C)C)Oc2ncc(/C=C/c3ccccc3)cc2C1=O	-1.1&-1.4
CCCC(=O)Nc1ccc2c(c1)OC[C@@H](C)N(C(=O)CN1CCOCC1)C[C@@H](C)[C@H](OC)CN(C)C2=O	-3.3

The closing four compounds of the part above come first, to join the parts.
SMILES	Mtb BioA inh
CS(=O)(=O)N1C[C@@H](O)COC[C@H]2O[C@@H](CC(=O)NCc3ccccc3)CC[C@@H]21	-0.2
CC(C)CC#Cc1ccc([C@H]2[C@H]3CN(C(=O)Nc4ccccc4)CCCCN3[C@H]2CO)cc1	2.2
C[C@H](CO)N1C[C@H](C)[C@H](CN(C)C)Oc2ncc(/C=C/c3ccccc3)cc2C1=O	-1.1&-1.4
CCCC(=O)Nc1ccc2c(c1)OC[C@@H](C)N(C(=O)CN1CCOCC1)C[C@@H](C)[C@H](OC)CN(C)C2=O	-3.3
C[C@@H]1CN([C@@H](C)CO)C(=O)c2cc(NC(=O)CCCN(C)C)ccc2O[C@@H](C)CCCCO[C@@H]1CN(C)S(=O)(=O)c1ccc(Cl)cc1	0.5
C[C@@H]1CCCCO[C@@H](CN(C)S(=O)(=O)c2ccc(Cl)cc2)[C@H](C)CN([C@H](C)CO)C(=O)c2cc(NS(=O)(=O)c3ccc(F)cc3)ccc2O1	-4.6
CO[C@H]1CN(C)C(=O)c2ccc(NC(=O)C3CC3)cc2OC[C@@H](C)NC[C@H]1C	-1.7
CC(=O)N1CC[C@@H]2[C@H]1c1cc(-c3ccccc3)ccc1N(C)[C@H]2CO	7.7
C[C@@H]1CN([C@@H](C)CO)C(=O)c2cc(NC(=O)Nc3cccc4ccccc34)ccc2O[C@H]1CN(C)Cc1ccncc1	-0.4
C[C@@H]1CN([C@@H](C)CO)C(=O)Cc2cc(NC(=O)CCCCCC(=O)Nc3ccccc3N)ccc2O[C@H]1CN(C)Cc1ccc(C(F)(F)F)cc1	-0.6
COCC#Cc1cnc2c(c1)C(=O)N([C@H](C)CO)C[C@@H](C)[C@H](CN(C)C(=O)Nc1cccc(F)c1)O2	7.9
COc1ccc(S(=O)(=O)N(C)C[C@@H]2Oc3cc(C#CC4CCCC4)ccc3S(=O)(=O)N([C@H](C)CO)C[C@H]2C)cc1	-1.6
COC(=O)[C@@H]1[C@@H](CO)[C@@H]2Cn3c(ccc(C4=CCCCC4)c3=O)[C@H]1N2CC1CCCC1	2.2
CO[C@H]1CN(C)C(=O)c2ccc(NS(C)(=O)=O)cc2OC[C@@H](C)N(Cc2cccnc2)C[C@@H]1C	1.8
Cc1nn(C)cc1NC(=O)C[C@H]1CC[C@H]2[C@@H](COc3ccc(NC(=O)C4CCOCC4)cc3C(=O)N2C)O1	-1.2
C[C@@H]1CCCCO[C@@H](CN(C)C(=O)C2CCCCC2)[C@H](C)CN([C@@H](C)CO)C(=O)c2cc(NS(=O)(=O)c3ccc(Cl)cc3)ccc2O1	-0.5

Filtered by structure, the compounds so far containing a COOH group (two)
SMILES	Mtb BioA inh
C[C@@H]1CN([C@@H](C)CO)C(=O)c2cc(C#CCc3ccccc3)cnc2O[C@@H]1CN(C)Cc1ccc(C(=O)O)cc1	-0.6
C[C@@H]1CN([C@@H](C)CO)C(=O)c2cc(C#CC3CC3)cnc2O[C@H]1CN(C)Cc1ccccc1C(=O)O	1.0

Further entries follow.
SMILES	Mtb BioA inh
COc1ccc(CN(C)C[C@@H]2Oc3ccc(NC(=O)Nc4ccc(OC)cc4)cc3C(=O)N([C@@H](C)CO)C[C@H]2C)cc1	0.4
C[C@H](CO)N1C[C@H](C)[C@H](CN(C)C(=O)Nc2ccccc2)Oc2ncc(C3=CCCCC3)cc2C1=O	1.7
CC(C)NC(=O)N(C)C[C@H]1Oc2ccc(NC(=O)Cc3cn(C)c4ccccc34)cc2CC(=O)N([C@H](C)CO)C[C@H]1C	0.7
C[C@H](CO)N1C[C@H](C)[C@H](CN(C)C(=O)Nc2ccccc2)Oc2ccc(N(C)C)cc2CC1=O	-1.9
Cc1ccccc1S(=O)(=O)NCC[C@@H]1CC[C@@H](NC(=O)C2CCC2)[C@@H](CO)O1	-2.8
C[C@H](CO)N1C[C@H](C)[C@H](CN(C)S(=O)(=O)c2ccc(Cl)cc2)Oc2ccc(N(C)C)cc2C1=O	-2.7
CO[C@@H]1CN(C)C(=O)c2ccc(NC(=O)c3ccc(F)cc3)cc2OC[C@H](C)N(C)C[C@@H]1C	-2.7
Cn1cnc(S(=O)(=O)N2CCCCN3[C@H](CO)[C@H](c4ccc(-c5ccc(F)cc5)cc4)[C@@H]3C2)c1	2.8
C[C@H](CO)N1C[C@H](C)[C@H](CN(C)S(=O)(=O)c2ccccc2)Oc2ccc(NC(=O)Nc3ccc(F)cc3)cc2CC1=O	-1.4
CCC(=O)Nc1ccc2c(c1)OC[C@@H](C)N(Cc1ccccn1)C[C@H](C)[C@H](OC)CN(C)C2=O	3.7
CN1C(=O)c2cc(NC(=O)c3ccccc3F)ccc2OC[C@H]2O[C@H](CC(=O)NCc3ccc4c(c3)OCO4)CC[C@H]21	-1.2
CC(C)c1ccc(NC(=O)C[C@H]2CC[C@H]3[C@@H](COc4ccc(NC(=O)Nc5ccc(F)c(F)c5)cc4C(=O)N3C)O2)cc1	-0.7
COc1ccc(CN(C)C[C@H]2OCCCC[C@H](C)Oc3ccc(NC(=O)Nc4ccc(OC)cc4)cc3C(=O)N([C@H](C)CO)C[C@@H]2C)cc1	-2.2
COc1ccc(NC(=O)N(C)C[C@H]2OCc3ccccc3-c3c(n(C)c4ccccc34)C(=O)N([C@@H](C)CO)C[C@H]2C)c(OC)c1	0.7
C[C@@H]1CN([C@H](C)CO)C(=O)c2cc(NS(=O)(=O)c3ccccc3)ccc2O[C@@H]1CN(C)CC1CC1	-0.7
C/C=C/c1ccc2c(c1)O[C@@H](CN(C)Cc1cncnc1)[C@H](C)CN([C@H](C)CO)S2(=O)=O	17
COc1ccc(S(=O)(=O)N(C)C[C@H]2Oc3ccc(NC(=O)C4CCCCC4)cc3C(=O)N([C@@H](C)CO)C[C@H]2C)cc1	1.6
Cc1ccc(S(=O)(=O)N(C)C[C@H]2OCCCC[C@H](C)Oc3ccc(NS(=O)(=O)c4ccccc4)cc3C(=O)N([C@@H](C)CO)C[C@H]2C)cc1	-4.9
O=C(C[C@@H]1C=C[C@H](NS(=O)(=O)c2ccc(F)cc2)[C@@H](CO)O1)NC1CCCCC1	-3.2
CO[C@@H]1CN(C)C(=O)c2ccc(NC(=O)C3CCCCC3)cc2OC[C@H](C)NC[C@H]1C	-1.9

Bioassay records: PubChem BioAssay, Broad Institute

These rows are one share of the data; the hit share may differ from the screen's.
